Source: PubChem BioAssay (several laboratories)
GalR3 antag: blocks the human galanin receptor 3; 360,000 compounds, 0.44% hits; inhibition, % at 3 µM; O60755; HEK293 GalR3-CNG cAMP membrane potential fluorescence; galR3 body fused to GalR1 C-terminus;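 active = inhibition above the screen-wide average plus 3 SD, cut at about 13% in these data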;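 note: forskolin and galanin both at EC90 stimulate the cells; cAMP rise reported by CNG channel membrane potential dye signal; 0% = forskolin plus galanin with DMSO and 100% = forskolin alone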
Target sequence (O60755 1-299 limits assumed): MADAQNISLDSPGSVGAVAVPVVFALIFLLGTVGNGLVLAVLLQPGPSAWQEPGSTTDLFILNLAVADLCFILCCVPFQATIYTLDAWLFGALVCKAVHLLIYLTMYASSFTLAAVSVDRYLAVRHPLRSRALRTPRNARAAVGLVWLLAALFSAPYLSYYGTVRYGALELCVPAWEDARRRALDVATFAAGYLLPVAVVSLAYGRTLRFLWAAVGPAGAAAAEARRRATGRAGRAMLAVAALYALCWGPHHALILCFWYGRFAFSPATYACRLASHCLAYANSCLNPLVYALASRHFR
MEKK3 PB1 HTS: raises or lowers MEK5 binding to the human MEKK3 PB1 domain; binding response (% of control), % at 10 µM; 290,000 compounds, 1.4% hits; Q99759; bead-based flow cytometry, Alexa488-MEK5 binding to MEKK3; actives lie on both sides; 0 = blocked by unlabeled MEK5, 100 = vehicle; AID 1529;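 active = binding response more than 3 SD above or below the average of its plate-row segment, actives on both sides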;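 note: Alexa488 bead fluorescence after subtracting the streptavidin-only scavenger bead signal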
CRFBP-R2 agonist: agonists of human CRF-binding protein/CRF-R2 receptor complex | HEK293 CRF-R2/CRF-BP, calcium dye fluorescence (FLIPR); percent of saturating CRF peptide response | activation, % at 13.2 µM | 350,000 compounds, 0.46% hits;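 active = activation of at least 50%, plus an integration ratio under a set limit after plate pattern correction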;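 note: plate controls were neutral control wells without compound for no effect and CRF at EC100 for full effect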
UBC9 SUMO inh: SUMOylation inhibition | 290,000 compounds, 0.36% hits | HTRF SUMOylation assay, SAE1/SAE2 + UBC9, in vitro | inhibition, % at 35 µM; in the data active = inhibition above about 50%, passing the limit was not always enough; note: strong numbers were not always called active
Target sequence (P63279 whole entry, looked up): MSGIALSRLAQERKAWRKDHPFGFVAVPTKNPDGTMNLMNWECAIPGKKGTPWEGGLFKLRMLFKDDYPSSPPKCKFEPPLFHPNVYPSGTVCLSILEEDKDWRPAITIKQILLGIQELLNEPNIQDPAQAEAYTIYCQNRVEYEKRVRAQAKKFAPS
NS3 helicase inh: inhibitors of Hepatitis C virus NS3 helicase. NS3 helicase DNA unwinding, Cy5 molecular beacon fluorescence. inhibition, % at 10.9 µM. 290,000 compounds, 0.56% hits;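 active = inhibition above the mean of all tested compounds plus 3 SD, set per campaign, cut at about 35% in these data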;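 note: 0% = DMSO wells and 100% = thioflavine S control wells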
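System: Hepatitis C virus NS3 helicase domain fragment enzyme | Reagent: Annealed dual-labelled DNA beacon duplex, ATP-started | Compound dosing: 10.9 µM single point, 0.8% DMSO | Incubation: 1 h reaction at 25 °C, ATP-initiated | Technique: Cy5 fluorescence | Evaluation: Percent inhibition from t60/t0 fluorescence ratio | Benchmarks: Low DMSO, high thioflavine S at 110 µM | Replication: Singlicate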
CRFR2-BP antag: blocks CRF-induced signaling of the CRF-BP/CRF-R2 complex | HEK293 CRF-R2/CRF-BP, CRF-induced calcium fluorescence | inhibition, % at 11.8 µM | 350,000 compounds, 0.59% hits | AID 588475;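 active = inhibition of the ligand-induced calcium signal above about 50% at the single tested concentration, limit read from the data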
MEKK2 WT-MEK5: raises or lowers MEK5 binding to wildtype human MEKK2 PB1 domain; Q9Y2U5; bead flow cytometry, Alexa488-MEK5 binding to MEKK2 WT; actives lie on both sides; binding response (% of control), % at 10 µM; 290,000 compounds, 1.1% hits; AID 1531; in the data active = binding response below about 67% or above about 130%
FID counter: displaces DNA intercalator in HCV helicase counter-screen; 290,000 compounds, 0.17% hits; DNA fluorescent intercalator displacement, fluorescence; inhibition, % at 7.9 µM; AID 1845; in the data active = inhibition above about 37%;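 note: 0% = vehicle and 100% = reference compound; higher means more ethidium bromide displaced from hairpin DNA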
MEKK2 mut-MEK5: signal of MEK5 binding to mutant human MEKK2 PB1 domain; percent response, % at 10 µM; 290,000 compounds, 0.35% hits; bead flow cytometry, Alexa488-MEK5 binding to MEKK2 mutant; in the data active = percent response above about 24%, passing the limit was not always enough; note: inactives centre near 1; some results filed as inactive read as strong as hits
An asterisk follows results filed as active; / = not tested or not shown; [ ] = remark or other dose. Not all compounds are listed (hit frequency here may not be typical).

Molecule | GalR3 antag | MEKK3 PB1 HTS | CRFBP-R2 agonist | UBC9 SUMO inh | NS3 helicase inh | CRFR2-BP antag | MEKK2 WT-MEK5 | FID counter | MEKK2 mut-MEK5
Cc1ccc(CNC(=O)CC2Sc3ccccc3NC2=O)cc1 (centres undefined) | -2 | 89 | -0.5 | 12 | -1 | 4 | 80 | 7 | -14
O=c1/c(=C/c2ccco2)sc2n1CN(c1ccccc1)CN=2 | -3 | 100 | -2.6 | -2 | -1 | -67 | 96 | 2 | 2
COC(=O)c1c(-c2ccccc2)csc1NC(=O)C1CC=CCC1C(=O)O (centres undefined) | -6 | 100 | -1.6 | -16 | 5 | 4 | 103 | -40 | 1
COc1cc(NC(=O)c2cc3c(=O)n(C)c4ccccc4c3n2C)cc(OC)c1OC | 3 | 98 | -0.1 | 32 | -3 | 6 | 96 | -6 | 0
COc1ccccc1-c1n[nH]c(=S)n1-c1ccccc1 | -7 | 106 | 2.0 | 28 | 10 | 29 | 101 | -9 | 5
CCN(CC)S(=O)(=O)c1ccc(OCC(=O)NC2CCS(=O)(=O)C2)c([N+](=O)[O-])c1 (centres undefined) | -7 | 104 | -1.5 | -8 | 19 | 13 | 96 | -1 | -1
c1cc2c(cc1OCCNC1CCCC1)CCC2 | / | 99 | / | 13 | -7 | / | 101 | 1 | 3
CCc1cc2c(=O)n3c(nc2s1)-c1[nH]c2ccc(OC)cc2c1CC3 | -5 | 106 | -1.6 | 0 | -18 | 23 | 104 | -2 | 3
O=C(O)Cc1sc(-c2ccccc2Cl)nc1-c1ccccc1 | -3 | 101 | -0.3 | 8 | 6 | -30 | 97 | -31 | -1
COc1ccc(-c2cc(CCCC(=O)NCCc3ccccc3)no2)cc1 | 1 | 0.0*[inhibitor] | 28 | -2 | -10 | -10 | -15*[inhibitor] | -29 | -26
CCOC(=O)CSc1c(-c2ccccc2)c2cc(Cl)ccc2[nH]c1=O | -7 | 103 | 1.4 | -5 | -2 | 6 | 111 | -6 | 11
CCn1cc(C(=O)N[C@@H](CCSC)C(=O)NCCO)c(=O)c2cc3c(cc21)OCO3 | -10 | 102 | 1.3 | -1 | 1 | -6 | 102 | -14 | 2
O=C(NC1CCCCC1)c1ccccc1C(F)(F)F | -5 | 98 | -1.9 | 1 | 1 | -6 | 97 | -3 | -1
O=c1sc2ccccc2n1COc1ccc(Cl)cc1 | -2 | 104 | -0.2 | -12 | -2 | 28 | 101 | -1 | -3
O=C(CCNc1n[nH]c(=O)[nH]c1=O)N/N=C/c1ccc(C(F)(F)F)cc1 | -3 | 99 | 0.0 | 12 | 0 | -5 | 98 | -4 | 0
CC(=O)c1c(N2CCOCC2)nc(=S)n(Cc2ccccc2)c1C | 3 | 97 | -1.7 | -4 | -4 | 13 | 97 | 1 | 2
Cc1occc1-c1nnc(SCC(=O)Nc2nccs2)n1Cc1ccco1 | -4 | 102 | -1.3 | 2 | 7 | 11 | 105 | -26 | 2
CC1CCN(CCCNC(=O)c2ccc(CS(=O)(=O)Cc3ccccc3F)o2)CC1 | -4 | 107 | -0.5 | -10 | -3 | 2 | 104 | 14 | 11
CCOC(=O)c1c(NC(=O)c2ccc(N3C(=O)C4C5C=CC(C5)C4C3=O)cc2)sc2c1CCCC2 (centres undefined) | -5 | 101 | 0.0 | 33 | -1 | -20 | 95 | -2 | -6
CC(C)(C)C(=O)Nc1ccccc1C(=O)Nc1cccnc1 | 3 | 102 | -0.7 | 11 | 1 | 0 | 99 | -8 | 1
O=C(/C=C/c1ccccc1)Nc1ccc2c(c1)C(=O)NC2=O | 0 | 102 | -0.9 | 15 | -2 | -8 | 100 | -2 | 1
COc1ccc(OCc2nnc(SCC(=O)N3c4ccccc4Sc4ccc(Cl)cc43)o2)cc1 | -3 | 102 | 2.6 | 11 | 11 | -6 | 93 | 0 | -7
CC(=O)N[C@H]1C[C@@H]1c1ccccc1 | 5 | 104 | -1.7 | 17 | 2 | 61* | 104 | -3 | 8
CCOC(=O)N1CCN(C(=O)c2ccc3c(=O)n(CCOC)c(=O)[nH]c3c2)CC1 | 0 | / | 3.3 | 21 | -5 | -39 | / | -12 | /
Cc1ccc(-n2ncc3c(NCc4cccnc4)ncnc32)c(C)c1 | -3 | 102 | 0.2 | 17 | -7 | 6 | 100 | -10 | 0

Gathered by group, those above containing a halogen
Molecule | GalR3 antag | MEKK3 PB1 HTS | CRFBP-R2 agonist | UBC9 SUMO inh | NS3 helicase inh | CRFR2-BP antag | MEKK2 WT-MEK5 | FID counter | MEKK2 mut-MEK5
O=C(O)Cc1sc(-c2ccccc2Cl)nc1-c1ccccc1 | -3 | 101 | -0.3 | 8 | 6 | -30 | 97 | -31 | -1
CCOC(=O)CSc1c(-c2ccccc2)c2cc(Cl)ccc2[nH]c1=O | -7 | 103 | 1.4 | -5 | -2 | 6 | 111 | -6 | 11
O=C(NC1CCCCC1)c1ccccc1C(F)(F)F | -5 | 98 | -1.9 | 1 | 1 | -6 | 97 | -3 | -1
O=c1sc2ccccc2n1COc1ccc(Cl)cc1 | -2 | 104 | -0.2 | -12 | -2 | 28 | 101 | -1 | -3
O=C(CCNc1n[nH]c(=O)[nH]c1=O)N/N=C/c1ccc(C(F)(F)F)cc1 | -3 | 99 | 0.0 | 12 | 0 | -5 | 98 | -4 | 0
CC1CCN(CCCNC(=O)c2ccc(CS(=O)(=O)Cc3ccccc3F)o2)CC1 | -4 | 107 | -0.5 | -10 | -3 | 2 | 104 | 14 | 11
COc1ccc(OCc2nnc(SCC(=O)N3c4ccccc4Sc4ccc(Cl)cc43)o2)cc1 | -3 | 102 | 2.6 | 11 | 11 | -6 | 93 | 0 | -7

(continued)
Results follow in this order: GalR3 antag | MEKK3 PB1 HTS | CRFBP-R2 agonist | UBC9 SUMO inh | NS3 helicase inh | CRFR2-BP antag | MEKK2 WT-MEK5 | FID counter | MEKK2 mut-MEK5
CCCN1c2cccc3cccc(c23)S1(=O)=O
    -3 | 100 | 0.2 | 26 | 4 | -6 | 99 | 0 | -3
Cc1cc([N+](=O)[O-])nn1Cc1ccc(C(=O)N/N=C/c2ccccc2)cc1
    -1 | 100 | -6.3 | -5 | 3 | 14 | 108 | -5 | 47
COc1cc(C(=O)OCC(=O)c2cc(C)n(C)c2C)cc(NC(=O)c2ccco2)c1OC
    -2 | 100 | -1.4 | 14 | 6 | 1 | 97 | 0 | 1
CSc1ncc(C(=O)Nc2cc(C)ccc2C)c(C)n1
    -10 | 104 | 1.5 | 16 | 6 | 5 | 102 | -3 | 7
CCOc1ccc(CCNC(=O)c2cc([N+](=O)[O-])ccc2N2CCOCC2)cc1OCC
    -3 | 97 | -0.6 | 14 | 17 | -19 | 96 | -44 | -2
Cn1cnnc1Sc1ccc(C(F)(F)F)cc1[N+](=O)[O-]
    -4 | 107 | 0.3 | 3 | 3 | 10 | 106 | 2 | -1
C=CCn1c(O)c(N=NC(=O)OCC)c2ccccc21
    0 | 100 | 1.8 | -3 | -5 | 9 | 100 | -8 | 0
CC1CCC(C(=O)NC(C(=O)NCc2ccccn2)C(C)C)CC1 (centres undefined)
    -1 | 111 | -0.8 | 13 | 0 | -9 | 115 | -8 | 6
O=C(/C=C/c1ccccc1)N(Cc1cccc(Cl)c1)C1CCS(=O)(=O)C1 (centres undefined)
    -1 | 90 | -4.7 | 25 | -9 | -3 | 87 | -18 | -10
O=C(C1CC1)N1N=C(c2ccc(Cl)cc2)CC1(O)C(F)(F)F (centres undefined)
    -11 | 98 | -4.7 | 8 | 15 | -20 | 96 | -21 | -3
CCC1CCCCN1C(=O)Cn1c(=O)n(CCC(=O)NCc2ccco2)c(=O)c2sccc21 (centres undefined)
    -5 | 95 | 6.8 | 18 | 2 | -8 | 99 | -15 | 2
COc1cccc(CN2C(=O)CN(C3CCCCC3)C(=O)C2c2ccc(F)cc2)c1 (centres undefined)
    -5 | 101 | -5.6 | -23 | -6 | -47 | 100 | -27 | -3
COc1ccccc1NC(=S)NC(=O)/C=C/c1cccs1
    -3 | 99 | -2.0 | -1 | -15 | 9 | 97 | -6 | 0
Cc1ccc(C(=O)NC2CCCc3ccccc32)o1 (centres undefined)
    2 | 99 | -0.5 | 22 | 4 | -5 | 97 | -5 | 0
O=C1C(C=NCc2cccnc2)=C(O)c2ccccc21
    3 | 99 | -2.2 | 15 | 5 | -10 | 101 | 4 | 2
O=C(CSc1nncc(=O)[nH]1)Nc1cccc([N+](=O)[O-])c1
    3 | 103 | 1.3 | 11 | 8 | 2 | 105 | -6 | 5
COC(=O)c1[nH]c2ccc(Br)cc2c1NC(=O)CN1CCN(C2CCCCC2)CC1
    -6 | 104 | -1.0 | 12 | -1 | -12 | 121 | 19 | 13
Cc1sc2ncn(CC(=O)NCC(=O)N(C)C3CCCCC3)c(=O)c2c1C
    -5 | 96 | -1.3 | -14 | 1 | -5 | 98 | -15 | -1
CC(Oc1ccc(Cl)cc1Cl)C(=O)Nc1ccc(O)cc1 (centres undefined)
    -4 | 103 | -1.1 | 3 | -1 | -19 | 104 | -5 | 2
COc1ccc(NC(=O)CSc2nnnn2-c2ccccc2F)cc1
    -6 | 101 | 0.5 | 14 | -5 | 2 | 109 | -10 | 3
CCOc1ccc(C2C3=C(CC(C)(C)CC3=O)N(CC(=O)O)C3=C2C(=O)CC(C)(C)C3)cc1OCC
    -5 | 114 | -0.2 | 4 | -5 | -3 | 115 | -34 | 17
CCN(CC)C(=O)N1c2ccccc2CC(N(CC)CC)c2ccccc21 (centres undefined)
    -5 | 80 | 0.2 | -19 | 6 | 17 | 91 | 2 | -14
Cc1cc2cc(CN(Cc3ccco3)S(=O)(=O)c3c(C)ccc4nsnc34)c(=O)[nH]c2cc1C
    -3 | 100 | 0.0 | 7 | 8 | -30 | 94 | 0 | 1
COc1ccc(C2C(C(C)=O)=C(O)C(=O)N2CCO)c(OC)c1 (centres undefined)
    5 | 102 | -2.0 | 16 | 3 | 17 | 104 | 4 | 2
[O-]c1n[n+](-c2ccc(Cl)cc2Cl)cc2ccccc12
    1 | 107 | -0.8 | 6 | 2 | -8 | 100 | -1 | -2
Cc1ccc(C)c(NC(=O)CCN2C(=O)[C@@H]3Cc4ccccc4CN3C2=O)c1
    -8 | 102 | -3.7 | 14 | 5 | 9 | 100 | -30 | 0
